Screens from PubChem BioAssay.
ZTA DNA inh – ZTA (EBV) inhibition in EBNA-1 counter-screen; P03206; ZTA-DNA binding, fluorescence polarization; inhibition, % at 11 µM; 320,000 tested, 0.15% active; AID 2234; in the data active means inhibition above about 33%
Target sequence (P03206 whole entry, looked up): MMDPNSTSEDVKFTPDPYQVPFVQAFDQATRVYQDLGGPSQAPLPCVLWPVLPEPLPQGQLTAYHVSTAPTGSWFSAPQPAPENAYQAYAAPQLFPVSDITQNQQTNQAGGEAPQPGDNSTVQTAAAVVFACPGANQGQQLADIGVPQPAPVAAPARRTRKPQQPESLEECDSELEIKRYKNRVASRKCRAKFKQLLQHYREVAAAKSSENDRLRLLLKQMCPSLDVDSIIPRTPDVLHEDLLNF
MCL1-BIM inh – inhibitors of human MCL1 binding to BIM-BH3 peptide; inhibition, % at 10.9 µM; 320,000 tested, 0.68% active; GST-MCL1 / FITC-Bim-BH3 fluorescence polarization;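 active means inhibition above the mean inhibition of all tested compounds plus 3 SD, set per campaign, cut at about 40% in these data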;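 further: 0% = DMSO wells and 100% = unlabeled Bim-BH3 peptide control; higher means more loss of mP so more displacement of Bim peptide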
Target sequence (Q07820 whole entry, looked up): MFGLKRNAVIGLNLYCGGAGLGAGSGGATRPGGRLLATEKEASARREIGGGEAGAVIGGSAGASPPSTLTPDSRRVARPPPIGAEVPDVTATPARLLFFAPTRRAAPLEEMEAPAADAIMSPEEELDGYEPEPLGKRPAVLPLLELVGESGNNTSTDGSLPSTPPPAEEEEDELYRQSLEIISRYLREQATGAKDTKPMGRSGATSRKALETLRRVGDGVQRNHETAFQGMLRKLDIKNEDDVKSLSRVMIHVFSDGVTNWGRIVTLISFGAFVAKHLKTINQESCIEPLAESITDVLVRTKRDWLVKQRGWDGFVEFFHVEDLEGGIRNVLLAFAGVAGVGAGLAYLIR
Fam108B counter – blocks mouse Fam108B hydrolase in RBBP9 counter-screen; recombinant Fam108B, FP-Rh probe fluorescence polarization; inhibition, % at 9.51 µM; AID 1947; 300,000 tested, 0.33% active;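 active means inhibition above the screen mean inhibition plus 3 SD, computed separately per campaign, cut at about 18% in these data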;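 further: inhibitors lower polarization as less probe binds the enzyme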
GLD-1 RNA inh – GLD-1-TGE RNA interaction inhibition (C. elegans); purified GLD-1 + fluorescein TGE RNA, fluorescence polarization; 320,000 tested, 0.44% active; Q17339; inhibition, % at 5.96 µM;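 active means percent inhibition above a per-plate cutoff, the plate mean of test compounds plus 3 SD, cut at about 30% in these data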;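 further: 0% = DMSO wells with GLD-1 and probe and 100% = wells lacking GLD-1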
Target sequence (Q17339 whole entry, looked up): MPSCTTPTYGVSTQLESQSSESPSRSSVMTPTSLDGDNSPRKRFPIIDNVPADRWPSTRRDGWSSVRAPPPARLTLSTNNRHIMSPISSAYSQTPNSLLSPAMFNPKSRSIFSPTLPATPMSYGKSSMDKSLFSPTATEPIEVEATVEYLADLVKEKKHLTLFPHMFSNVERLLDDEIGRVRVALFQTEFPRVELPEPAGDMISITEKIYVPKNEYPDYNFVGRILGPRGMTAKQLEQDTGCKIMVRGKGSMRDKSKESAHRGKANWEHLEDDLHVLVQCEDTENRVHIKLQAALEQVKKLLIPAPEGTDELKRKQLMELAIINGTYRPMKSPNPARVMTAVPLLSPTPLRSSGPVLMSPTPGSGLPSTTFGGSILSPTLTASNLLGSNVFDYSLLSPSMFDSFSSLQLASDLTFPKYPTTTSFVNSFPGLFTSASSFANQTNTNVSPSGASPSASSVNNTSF
EBNA-1 inhibitor – blocks EBNA-1 binding to DNA; 300,000 tested, 0.34% active; EBNA-1 DNA binding, fluorescence polarization; AID 1950; inhibition, % at 14.8 µM; in the data active means inhibition above about 28%
MEX-5 binding – C. elegans MEX-5 TCR-2 RNA binding activity | Q9XUB2 | MEX-5/FITC-TCR2 RNA binding, fluorescence polarization; hits give low values | activity score (negative = inhibition of binding), % at 10 µM | 300,000 tested, 0.38% active | AID 1832;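 active means inhibition past about -25% in most replicates, and total fluorescence under double the plate's negative control median, limit read from the data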;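 further: 0% = DMSO and -100% = 5 µM competing unlabeled TCR2 RNA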
Efflux pump mplx – blocks antifungal efflux pumps in multiplex yeast assay; S. cerevisiae Candida pump triplex, Nile Red efflux; AID 485275; 330,000 tested, 0.44% active; inhibition, % at 10 µM;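 active means plate passing quality check with inhibition over a set limit, or well fluorescence over plate mean plus 4 SD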;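 further: Nile Red retained in pooled yeast measured as flow cytometry median fluorescence; 0% = buffer negative control and 100% = Enniatin B positive control; higher means more Nile Red kept so more efflux inhibition; some compounds called inactive have numbers as strong as hits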
Bcl-xL primary – inhibitors of human Bcl-xL | Q07817 | GST-Bcl-xL / FITC-Bim BH3 peptide fluorescence polarization | inhibition, % at 10.9 µM | 320,000 tested, 0.7% active | AID 2129;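 active means inhibition above the mean of all tested compounds plus 3 SD, cutoff set per campaign, cut at about 30% in these data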;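 further: 0% = DMSO wells and 100% = unlabeled Bim-BH3 peptide competitor; inhibitors lower millipolarization by displacing the labeled peptide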
CR mimetic SO – yeast age-related superoxide inhibition as caloric restriction mimetic | S. cerevisiae aged cells, superoxide DHE fluorescence; hits give low values | superoxide response (% of plate mean), % at 10 µM | 330,000 tested, 0.18% active | AID 2690;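 active means superoxide response under a set limit, about three screen SD below normal, cut at about 65% in these data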;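 further: yeast aged for seven days with compound at 30 °C before DHE staining; 100% = average MFI of all compound-treated wells on the plate with controls excluded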
* marks the source's active call; other numbers are inactive results; · = not tested or not shown.

SMILES	ZTA DNA inh	MCL1-BIM inh	Fam108B counter	GLD-1 RNA inh	EBNA-1 inhibitor	MEX-5 binding	Efflux pump mplx	Bcl-xL primary	CR mimetic SO
CC(=O)Nc1c2c(nn1-c1ccccc1C)CSC2	11	0	8	8	4	-1.2	-0.1	2	88
O=C(CSc1nc(-c2ccc(Cl)cc2)[nH]c(=O)n1)Nc1cccc(Cl)c1	-4	3	-16	2	-14	0.6	0.2	2	94
CC(=O)c1cc(C#N)c(NCCCN(C)C)nc1C	-4	2	-4	2	0	1.0	0.0	2	109
COC(=O)C1CCN(C(=O)/C=C/c2ccccc2)CC1	3	-7	3	-4	5	1.9	0.1	2	103
N#Cc1ccc(C(=O)Nc2ccn(-c3ccccc3)n2)cc1	-9	1	0	6	2	-2.2	-0.1	2	89
CC1CCCC(NC(=O)COC(=O)Cc2c[nH]c3ccccc23)C1C (stereo not drawn)	4	7	2	-4	12	-1.7	0.0	-5	96
Cc1ccccc1/C=N/Nc1ccnc2cc(Cl)ccc12	-2	1	4	-2	-38	-2.0	0.0	-5	87
O=C(Nc1ccccc1C(=O)O)c1ccc(CN2C(=O)c3ccccc3C2=O)cc1	-26	7	-1	9	-4	1.2	-0.1	12	119
CC(=O)N1CCC(N(C(=O)Nc2ccc(C)c(C)c2)C2CCCC2)CC1	8	4	-1	-4	-3	2.1	0.3	-1	104
O=S(=O)(c1ccc(F)cc1)N1CCC(O)(c2ccc3c(c2)OCO3)CC1	-6	1	4	3	-1	2.4	0.1	2	98
O=C(NC1CCCC1)C(c1ccc(Cl)cc1)N1CCN(C2CCCCC2)CC1 (stereo not drawn)	22	2	5	4	-1	0.7	0.1	4	79
COCc1cc(=O)[nH]c2cc(NC(=O)C(C)(C)CCl)c(C)cc12	-8	4	-1	-1	1	0.0	-0.1	2	90
COc1cccc(CNc2nc3nc4c(c(=O)n3[nH]2)CCC4)c1	6	5	5	9	1	0.0	0.0	6	103
Cc1cc(C)c(S(=O)(=O)NC(C)C)c(C)c1-n1cnnn1	-8	1	0	-3	-1	2.7	0.0	7	96
COc1ccc(NC(=O)CS(=O)(=O)c2ccc(Br)cc2)cc1	13	-1	-1	10	7	-0.2	-0.1	4	98
Cc1ccc(C)c(NC(=O)NNC(=O)c2cc3ccccc3cc2O)c1	2	1	2	-8	4	0.5	-0.1	0	94
CCc1sc(C(=O)Nc2cccc(-n3cnnn3)c2)cc1C	5	3	·	-4	·	·	-0.1	0	81
CC(=O)NC1(c2ccc(F)cc2)CCN(C(=O)c2c(F)cccc2F)CC1	-22	0	1	5	8	-0.3	-0.1	4	117
Fc1ccccc1NC(=S)N1CCCCC1	2	7	2	-2	7	0.7	0.0	2	106
CCOc1cc(/C=N/N=C2/NC(=O)C(CC(=O)O)S2)ccc1OCc1ccc(Cl)cc1Cl (stereo not drawn)	5	16	-4	-7	6	1.1	0.1	4	99
COc1ccc(-c2cc(C(=O)NCC3CCCO3)c3ccccc3n2)cc1 (stereo not drawn)	-11	-2	-3	-6	-4	1.4	-0.1	4	72
CC(=O)/C(C#N)=C1\NC(=O)C(Cc2ccc(F)cc2)S1 (stereo not drawn)	-3	6	-1	5	3	0.1	0.1	5	96
Cc1ccc(-n2c(C)cc(/C=c3/sc4nc5ccccc5n4c3=O)c2C)cc1	-6	-7	-5	-1	0	-4.1	0.4	-3	102
O=C(COc1cccnc1[N+](=O)[O-])NCCc1ccccc1	-5	-9	-2	5	-6	1.5	0.0	-7	103
COc1ccc2c(CC(=O)OCC(=O)NC(=O)c3cccn3C)coc2c1	8	2	4	5	7	1.2	-0.1	7	88
CCCCOc1ccc(S(=O)(=O)NC(=O)NCc2ccc(OCCC)cc2)cc1	5	-2	-4	-1	6	-3.1	0.1	3	104
Cc1cc(=O)oc2c(C)c(OCC(=O)N(C)C)ccc12	-15	0	-1	6	-8	-0.1	-0.1	5	96
CCOC(=O)C(NC(=O)c1cccc(Cl)c1)(Nc1nnc(C)s1)C(F)(F)F (stereo not drawn)	1	1	1	4	8	1.2	9.7*	-4	101
CCC(CC)NC(=O)COC(=O)c1cc(SC)ccc1Cl	3	-1	1	2	8	-1.3	-0.2	1	96
Cc1cc(C(=O)COC(=O)CN(C)S(=O)(=O)c2ccc(Cl)cc2)c(C)n1CC1CCCO1 (stereo not drawn)	-9	5	1	9	5	0.3	-0.1	5	89
Cc1ccc(NC(=O)Cn2ncc(Cl)c(Cl)c2=O)cc1S(=O)(=O)N1CCCCC1	-16	-27	·	0	·	·	0.2	-8	98
Cc1ccc(/C=N\NC(=O)CCc2n[nH]c(=O)[nH]c2=O)o1	-13	7	2	1	-8	1.4	0.2	2	127
Cc1ccc(C(=O)NCCCN2CCOCC2)cc1N1CCCC1=O	8	11	-1	-1	7	0.7	-0.2	5	93
COc1ccc(NC(C)=O)cc1S(=O)(=O)NC1CCSc2ccccc21 (stereo not drawn)	-6	5	6	-1	5	1.4	-0.2	5	95
CCN1CCc2c(sc3c2c(NCc2ccco2)nc2nnnn23)C1	3	25	0	-3	3	-13	-0.1	16	96
CCC1(c2ccc(F)cc2)NC(=O)N(CC(=O)NCC(=O)Nc2cccc(C)c2C)C1=O (stereo not drawn)	-6	-2	0	-10	3	1.0	0.1	4	106
CCCCOC(=O)C(NC(=O)c1ccccc1)=C(C)C	-19	5	-1	-5	3	-2.4	-0.1	4	100
O=C(Nc1nnc(CSCc2ccc(Cl)cc2)s1)c1cccc([N+](=O)[O-])c1	-3	-8	3	-7	-1	1.4	-0.3	-8	101
CCOc1cc(Cl)c(S(=O)(=O)NCCCn2ccnc2)cc1Cl	3	0	4	-1	-2	-0.6	-0.1	4	98
C=CCn1c(COc2ccc(F)cc2)nnc1SCC(=O)N1CC(=O)Nc2ccccc21	-2	2	0	5	6	-2.1	0.7	-9	114
CCC(O)C1CCN(C(=O)c2cc(COc3ccc4ncccc4c3)on2)CC1 (stereo not drawn)	-4	4	3	-5	-8	0.4	-0.1	7	96
Cc1noc(C)c1CN1C(=O)c2ccccc2C1=O	-9	2	0	-1	-6	0.2	-0.4	5	88
C=CCc1cc(C)ccc1OCCOCCC(C(=O)OCC)C(=O)OCC	-11	6	13	4	-11	2.1	0.1	10	101
CCOC(=O)/C(C#N)=C/Nc1cc(C(C)(C)C)sc1C(C)=O	-12	4	-2	-1	-9	-3.3	-0.1	5	93
O=[N+]([O-])c1ccc(Oc2cccc3cccnc23)c(Cl)c1	-1	10	1	-2	-5	0.6	-0.1	7	86
O=C(N/N=C/c1ccncc1)c1cc(-c2ccc(Br)s2)[nH]n1	-3	15	-26	-6	2	-0.9	-0.3	6	94
CCNC(=O)CSc1ncnc2sccc12	4	15	3	-7	0	0.7	-0.1	10	108
COC(=O)c1c(C)oc2ccc(N(C(=O)c3ccncc3)S(=O)(=O)c3ccc(C)cc3C)cc12	4	3	-3	1	0	3.4	0.0	2	97
N=c1sccn1CC(=O)Nc1ccc(S(N)(=O)=O)cc1	11	-6	2	1	-8	-0.2	0.1	0	100
O=C1/C(=C\c2ccco2)SC(=S)N1C1CCCCC1	-10	19	2	-2	2	-3.1	-0.1	3	103

An excerpt of the results above, as a working copy:
SMILES	ZTA DNA inh	MCL1-BIM inh	Fam108B counter	GLD-1 RNA inh	EBNA-1 inhibitor	MEX-5 binding	Efflux pump mplx	Bcl-xL primary	CR mimetic SO
Cc1ccc(NC(=O)Cn2ncc(Cl)c(Cl)c2=O)cc1S(=O)(=O)N1CCCCC1	-16	-27	·	0	·	·	0.2	-8	98
Cc1ccc(/C=N\NC(=O)CCc2n[nH]c(=O)[nH]c2=O)o1	-13	7	2	1	-8	1.4	0.2	2	127
Cc1ccc(C(=O)NCCCN2CCOCC2)cc1N1CCCC1=O	8	11	-1	-1	7	0.7	-0.2	5	93
COc1ccc(NC(C)=O)cc1S(=O)(=O)NC1CCSc2ccccc21 (stereo not drawn)	-6	5	6	-1	5	1.4	-0.2	5	95

(listing goes on)
SMILES	ZTA DNA inh	MCL1-BIM inh	Fam108B counter	GLD-1 RNA inh	EBNA-1 inhibitor	MEX-5 binding	Efflux pump mplx	Bcl-xL primary	CR mimetic SO
O=C1COc2ccc(C(=O)NCc3ccco3)cc2N1	-14	2	-4	6	2	3.5	-0.1	1	93
CCCCn1c(N)c(N(CCOC)C(=O)c2ccc(N(C)S(=O)(=O)c3ccc(C)cc3)cc2)c(=O)[nH]c1=O	-5	-3	-1	4	-18	0.8	0.3	1	109
COC(=O)[C@H](Cc1ccccc1)NC(=O)N1CCC(C)CC1	-5	0	-6	1	-5	-1.8	0.2	-1	153
COCC(=O)NC1CC2CCC(C1)N2C(=S)Nc1ccccc1C(=O)OC (stereo not drawn)	-20	4	3	5	9	-0.3	0.3	1	95
O=c1[nH]c2ccc(NS(=O)(=O)c3ccc4ccccc4c3)cc2[nH]1	-7	6	4	4	-7	-3.3	0.2	9	94
O=c1c2ccc([N+](=O)[O-])cc2ncn1CCOc1cccc(Br)c1	-23	-9	3	0	-4	0.9	-0.1	5	91
CC(C)(C)c1cc(C(=O)NNC(=O)Nc2cccc(Cl)c2)n(Cc2ccccc2)n1	-7	-4	-12	-2	-7	·	0.1	-2	108
O=c1c2ccccc2nc(SCc2ccc(F)cc2Cl)n1CCCN1CCOCC1	6	-1	-3	4	-3	-0.7	0.1	1	95
CSc1ccccc1OC1CCN(Cc2ccccc2)CC1	-1	1	-2	3	-1	-2.2	5.8*	2	82
COc1cc(Br)ccc1C1CC(=O)C(C)C(c2ccc(Br)cc2OC)N1 (stereo not drawn)	4	-2	-6	1	5	2.9	-0.5	4	100
CN(C)c1nc(-c2ccccn2)nnc1-c1ccccc1	10	4	5	4	4	-4.1	-0.1	0	94
COC(=O)CSc1cc([N+](=O)[O-])ccc1NC(=O)OC	3	-3	-1	10	1	0.4	-0.1	5	114
Cc1cccc(C(=O)OCC(=O)NC(C)CCc2ccccc2)c1 (stereo not drawn)	-2	4	-1	2	-8	0.2	0.3	6	90
COc1ccc(CN2CCNC(=O)C2CC(=O)N(C)CCC2CCOCC2)cc1OC (stereo not drawn)	1	7	1	17	0	-2.2	-0.1	10	107
Cc1cc(NC(=O)CCC(=O)N(C2CC2)C(C(=O)NC(C)(C)C)c2ccccc2Cl)no1 (stereo not drawn)	-8	2	0	0	7	-0.4	-0.1	4	97
COc1ccccc1C1=NOC(Cn2c(NCC3CCCO3)nc3c2c(=O)n(C)c(=O)n3C)C1 (stereo not drawn)	-4	1	-1	2	-11	2.2	0.2	-2	102
COc1ccc(C(=O)NCC(c2cccs2)N2CCOCC2)cc1OC (stereo not drawn)	-5	4	·	-4	·	·	-0.1	3	101
COCCn1c(SCC(=O)Nc2ccc3c(c2)CCC3)nc2ccccc2c1=O	-10	-2	4	13	0	-2.6	-0.1	4	80
O=C(COC(=O)c1cc(Cl)ccc1Cl)Nc1ccc2[nH]c(=O)[nH]c2c1	-7	0	-3	-7	85*	-0.2	-0.1	1	98
COc1cc(C2(O)CCCCC2C)cc(OC)c1OC (stereo not drawn)	18	5	-5	1	8	-0.9	-0.1	2	100
O=C(NC1CCCN(Cc2ccc(Cl)cc2)C1)c1ccccc1C(F)(F)F (stereo not drawn)	-1	3	-4	2	15	-1.1	0.1	4	100
CC(=O)c1ccc(NC(=O)CCS(=O)(=O)c2ccc3c(c2)n(C)c(=O)c(=O)n3C)cc1	1	8	4	4	-9	-1.7	-0.1	6	92
Cc1cccc2sc(N(CCCN(C)C)C(=O)c3nc4ccccc4s3)nc12	1	4	0	-2	-14	0.1	0.1	3	111
COc1cccc(NC(=O)C(Sc2nnnn2C)c2ccccc2)c1 (stereo not drawn)	7	-3	3	4	7	-1.5	0.1	4	95
CSc1sc(C(=O)NCC2CC2)c2c1S(=O)(=O)N(C)c1ccccc1-2	4	-4	-1	-5	5	2.2	-0.1	-1	90
